Bioassay records deposited in PubChem BioAssay by several laboratories.
AID2073: disruptors of CaV2.2 binding to Mint1 – biochemical, HTRF (AID 2073); 290,000 tested, 0.19% active; HTRF protein-protein interaction, Mint1-CaV2.2; higher % means a stronger effect; inhibition, % at 20 µM, or IC50 in µM where a hit was titrated; in the data active means inhibition mostly above about 51%, no sharp cut-off; inconclusive means no clear call, values can overlap the other calls; inactive means mostly below about 53%; further: some results filed as inactive read as strong as hits
LYP phosphatase: PTPN22 lymphoid phosphatase activity blockers – biochemical, fluorescence intensity, uHTS (AID 1779) | recombinant LYP phosphatase, fluorescence intensity; higher % means a stronger effect | inhibition, % at 11.5 µM; hits with a dose series show IC50 in µM | 290,000 tested, 0.054% active; in the data active means inhibition above about 50%;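 further: plate controls were vehicle with enzyme for no effect and no enzyme for full effect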
RSV antiviral HEp-2: RSV antiviral activity via CPE protection, HEp-2 cells, primary 10 µM value included (AID 2391) | 310,000 tested, 0.13% active | one-dose CPE inhibition, % at 10 µM; IC50 in µM for titrated hits | HEp-2 cells, RSV-induced CPE inhibition; higher % means a stronger effect; in the data active means a potency from the dose series; inconclusive means CPE inhibition mostly from about 23% at the one dose, without a potency; inactive means the rest, 99 in 100 with CPE inhibition below about 21%; further: strong numbers were not always called active
GPR35 antagonists: GPR35 antagonists blocking zaprinast-driven arrestin recruitment, primary screen, imaging, U2OS, beta-arrestin-GFP, zaprinast agonist (AID 2058). inhibition, % at 10 µM; hits with a dose series show IC50 in µM. 290,000 tested, 0.052% active. U2OS GPR35 beta-arrestin-GFP translocation imaging, zaprinast antagonism; higher % means a stronger effect;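 active means inhibition of at least 50% with at least 30 cells and total cytoplasm GFP at most 10,000,000; inconclusive means under 30 cells or total GFP of 10,000,000 plus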
NTR1 ag: NTR1-driven beta-arrestin-GFP spot formation – imaging, U2OS cells, high content, primary screen (AID 493036); 330,000 tested, 0.17% active; activation, % at 20 µM; P30989; agonist mode;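 active means activation at or above 40% of the spot to cytoplasm intensity ratio, with at least 20 cells analyzed; inconclusive means wells under 20 cells, flagged as cytotoxic or low count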;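 further: 0% = DMSO without peptide and 100% = 100 nM NTR1 peptide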
Target sequence (P30989 whole entry, looked up): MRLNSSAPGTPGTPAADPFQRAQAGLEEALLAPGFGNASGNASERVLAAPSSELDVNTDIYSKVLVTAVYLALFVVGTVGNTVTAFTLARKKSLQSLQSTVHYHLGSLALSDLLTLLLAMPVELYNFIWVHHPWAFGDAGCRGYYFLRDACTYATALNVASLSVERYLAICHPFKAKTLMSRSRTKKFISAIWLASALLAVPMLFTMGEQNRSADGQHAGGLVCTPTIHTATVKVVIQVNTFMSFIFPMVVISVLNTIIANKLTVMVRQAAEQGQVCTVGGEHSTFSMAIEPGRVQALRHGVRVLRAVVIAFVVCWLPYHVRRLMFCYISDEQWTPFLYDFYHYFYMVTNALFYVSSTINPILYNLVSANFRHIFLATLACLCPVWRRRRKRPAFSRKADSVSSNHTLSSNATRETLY
WT yeast gro inh: growth inhibition of WT yeast, mitochondrial fusion screen | mitochondrial fusion phenotypic screen, WT strain | inhibition, % at 10 µM | 190,000 tested, 2.1% active | AID 1362; in the data active means inhibition above about 58%; tested in S. cerevisiae
Autophagy HCS: modulators of autophagy | MEF GFP-LC3 puncta imaging; test concentration mostly 10 µM | calls only at 10 µM (by protocol) | 190,000 tested, 0.98% active | AID 463193;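 active means percentage of spot-positive cells more than 3 SD above its plate mean, without a fluorescence outlier flag or 80% toxicity; inconclusive means no clear call, values can overlap the other calls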;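 further: spot-positive cell cutoff set from DMSO-treated cells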
K1F lysis inhibition: inhibition of K1F phage lysis, E. coli UTI89, bacterial capsule biogenesis inhibitors, alamar blue (AID 488966); E. coli UTI89 K1F phage lysis, alamar blue, 2 h; higher % means a stronger effect; inhibition, % at 100 µM; hits with a dose series show IC50 in µM; 340,000 tested, 0.02% active;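 active means phage lysis inhibition, versus mean bacterial control, above a set limit; inconclusive means no clear call, values can overlap the other calls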;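 further: capsule biogenesis inhibitors block K1F phage lysis so surviving cells raise fluorescence; higher fluorescence means more inhibition of phage lysis; actives were called in the ten point dose series up to 300 µM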
Dengue-2 NS5 capping: Dengue-2 NS5 methyltransferase inhibitors, primary screen, biochemical, confirmation dose response (AID 588689). Dengue-2 NS5 methyltransferase capping enzyme assay, biochemical; higher % means a stronger effect. one-dose inhibition, % at 25 µM; IC50 in µM for titrated hits. 340,000 tested, 0.3% active; in the data active means a potency from the dose series; inconclusive means inhibition above about 29% without an active follow-up result
WT yeast gro inh mutant strain: recorded beside WT yeast gro inh, whose call it bears; inhibition, %; mitochondrial fusion phenotypic screen, mutant strain inhibition
Autophagy HCS cell loss 18 h: further read-out of Autophagy HCS, marked with its call; toxicity, %; measured here: cell loss, nuclei count;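 cell loss after 18 h compound exposure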
NTR1 ag cell count 20 µM: further read-out of NTR1 ag, marked with its call; cell count; measured here: cell count, cytotoxicity flag
Starred values were filed as active, the others as inactive; i = inactive; ? = inconclusive; . = no result given; [ ] = dose if it differs, or a comment.

Sample of the layout, three compounds:
SMILES | AID2073 | LYP phosphatase | RSV antiviral HEp-2 | GPR35 antagonists | NTR1 ag | NTR1 ag cell count 20 µM | WT yeast gro inh | WT yeast gro inh mutant strain | Autophagy HCS | Autophagy HCS cell loss 18 h | K1F lysis inhibition | Dengue-2 NS5 capping
CC(C)OC(=O)CSc1nnc(Cc2ccccc2)n1CC1CCCO1 (stereo not given) | -6% | -9% | 0.1% | 10% | -2.4 | 37 | 18 | 14 | i | -3 | 1.7% | -10%
Cc1nn(CCCC(=O)Nc2cc(Oc3ccccc3)cc([N+](=O)[O-])c2)c(C)c1[N+](=O)[O-] | 4% | 4% | ? | -2% | 13 | 65 | 19 | 7 | i | -54 | -0.3%[50 µM] | -9%
Cc1nn(Cc2cccc(C(=O)NN)c2)c(C)c1Cl | -12% | -14% | 0.7% | 1% | 0.0 | 57 | . | . | . | . | 0.4% | -9%

The whole of this part, from the first entry:
SMILES | AID2073 | LYP phosphatase | RSV antiviral HEp-2 | GPR35 antagonists | NTR1 ag | NTR1 ag cell count 20 µM | WT yeast gro inh | WT yeast gro inh mutant strain | Autophagy HCS | Autophagy HCS cell loss 18 h | K1F lysis inhibition | Dengue-2 NS5 capping
CC(C)OC(=O)CSc1nnc(Cc2ccccc2)n1CC1CCCO1 (stereo not given) | -6% | -9% | 0.1% | 10% | -2.4 | 37 | 18 | 14 | i | -3 | 1.7% | -10%
Cc1nn(CCCC(=O)Nc2cc(Oc3ccccc3)cc([N+](=O)[O-])c2)c(C)c1[N+](=O)[O-] | 4% | 4% | ? | -2% | 13 | 65 | 19 | 7 | i | -54 | -0.3%[50 µM] | -9%
Cc1nn(Cc2cccc(C(=O)NN)c2)c(C)c1Cl | -12% | -14% | 0.7% | 1% | 0.0 | 57 | . | . | . | . | 0.4% | -9%
Cc1ccc(C(=O)N2CCN(S(=O)(=O)c3ccccc3)CC2)s1 | . | . | -1.3% | . | -1.6 | 80 | . | . | . | . | 0.1%[50 µM] | 2%
CCCC(=O)c1c(NCCO)cc(C)oc1=O | -4% | 2% | 0.5% | 0% | -0.3 | 78 | 14 | 11 | i | -45 | 0.7% | -1%
O=C(Nc1cccc(S(=O)(=O)Nc2ccccc2F)c1)c1ccc2ccccc2n1 | 1% | -2% | 1.9% | 10% | 3.3 | 49 | 87* | 74* | i | 1 | 0.0% | 2%
COc1c(C)cc(C(=O)C2CCCN(C(=O)c3cc(C)on3)C2)cc1C (stereo not given) | 10% | -8% | 13% | -6% | 0.7 | 68 | . | . | . | . | 0.9% | -6%
CN1C(=O)S/C(=C\c2ccccc2OCc2ccc(C(=O)O)cc2)C1=O | 15% | 2% | 1.1% | 10% | 1.4 | 35 | -1 | -14 | i | 28 | -0.1% | 3%
Cc1cccc(NC(=O)c2ccccc2NC(=O)CCC(=O)O)c1 | -3% | -7% | -0.1% | -5% | -0.3 | 81 | 13 | 2 | i | -1 | 1.8% | 0%
COc1ccccc1N1CCN(C(=O)c2ccc([N+](=O)[O-])s2)CC1 | 2% | -2% | 3.0% | 20% | 4.5 | 51 | 8 | -6 | i | 23 | -1.8% | 0%
CC(=O)Nc1ccc(-n2c(C)ccc2-c2ccccc2)cc1 | 17% | 0% | 2.3% | 20% | 0.9 | 85 | . | . | . | . | 0.8%[50 µM] | -3%
CC(Oc1ccc(Cl)cc1Cl)C(=O)Nn1cnnc1 (stereo not given) | 10% | -5% | 0.0% | 1% | 2.2 | 62 | -4 | -7 | i | 4 | 0.1% | 0%
COc1cccc(-c2ccc(SCC(=O)NC3CCCCC3)nn2)c1 | 7% | -8% | 2.4% | -12% | 0.1 | 76 | . | . | . | . | -0.1% | -5%
COc1ccc(NC(=O)CN(C)C(=O)c2ccc3c(c2)S(=O)(=O)N=C2CCCCCN23)cc1 | 9% | -6% | 0.2% | -1% | 2.0 | 60 | . | . | . | . | 0.5%[50 µM] | -1%
O=C(CCC(=O)c1cccs1)OCc1ccc([N+](=O)[O-])cc1 | . | . | 2.0% | . | -2.8 | 56 | . | . | . | . | 0.8%[50 µM] | 2%
O=C(NCCc1cccs1)C1CC1 | 1% | -9% | 0.7% | -6% | -1.3 | 39 | . | . | . | . | -1.7% | 8%
CC(C)(C)c1csc(N/N=C/c2ccc(O)cc2)n1 | 4% | 3% | ? | 0% | 14 | 50 | . | . | . | . | 0.4% | -5%
CCCCCCn1c(=O)c(F)cn(Cc2ccc(OC)c([N+](=O)[O-])c2)c1=O | 14% | -6% | . | 10% | 2.7 | 34 | 19 | 10 | i | 6 | 1.4% | -3%
Cc1c(NC(=S)N/N=C/c2cc([N+](=O)[O-])ccc2O)c(=O)n(-c2ccccc2)n1C | -13% | 8% | 1.9% | 1% | -1.4 | 85 | . | . | . | . | 0.1% | 12%
O=C(Nc1cccc([N+](=O)[O-])c1)Nc1cccc([N+](=O)[O-])c1 | -3% | 4% | 1.8% | -9% | 4.1 | 71 | 13 | -15 | i | 6 | -0.1% | -5%
CNC(=O)c1sc(Nc2cc(C)ccc2C)nc1C | 8% | -4% | 0.4% | 0% | 0.7 | 35 | 5 | 0 | i | 16 | 1.0% | 2%
CCOc1cc(S(=O)(=O)n2ccnc2)ccc1Br | -2% | -8% | 1.0% | 3% | 1.9 | 36 | -15 | 3 | i | -6 | 0.0% | -5%
CC(C)c1cc(-c2n[nH]c(=S)n2Cc2ccccc2)cs1 | 4% | 4% | -0.4% | 15% | 0.5 | 46 | 30 | 7 | i | 7 | 5.1% | -6%
CN1CCN(Cn2cc(/C=C/C(=O)c3ccccc3)c3ccccc32)CC1 | -12% | -1% | 4.2% | 9% | 12 | 56 | 27 | 34 | i | 1 | -2.0% | -18%
COc1ccc(C2C(C#N)=C(N)N(N(C)C)C3=C2C(=O)CCC3)cc1 (stereo not given) | -1% | -5% | 0.7% | 0% | 0.6 | 49 | . | . | . | . | 1.3%[50 µM] | -3%
COc1ccc(OCCC(=O)Nc2ccccc2)cc1 | 6% | -3% | 3.3% | 0% | 1.0 | 67 | . | . | . | . | 0.0% | -3%
COCC1CCN(Cc2nc(-c3cccs3)no2)C1 (stereo not given) | -2% | -6% | -1.9% | 5% | -0.9 | 36 | -10 | 1 | i | -33 | . | .
O=C(O)C1CCC(CNS(=O)(=O)c2ccc(Br)cc2)CC1 (stereo not given) | 22% | -6% | -1.5% | 2% | -1.2 | 91 | . | . | . | . | 0.5% | -5%
COc1ccccc1N1C(=O)CC(Sc2nc(C)cc(C)n2)C1=O (stereo not given) | -2% | -10% | 0.8% | -9% | -0.6 | 45 | -17 | 6 | i | -13 | 0.0% | -4%
CCC(OC(=O)c1ccco1)C(=O)NCc1ccc2c(c1)OCO2 (stereo not given) | 3% | -8% | -0.4% | 9% | 0.4 | 45 | . | . | . | . | 0.1% | 7%
Cc1ccc2ncc([N+](=O)[O-])n2c1 | -1% | -7% | 3.0% | -3% | 0.7 | 57 | 4 | 19 | i | -3 | -0.4% | -1%
COc1cc(-c2nnc3sc(-c4ccco4)nn23)cc(OC)c1OC | 10% | -3% | -0.5% | -9% | 3.7 | 85 | -8 | -7 | i | -10 | -0.1% | 2%
CC(=O)C1=C(C)N(c2ccccc2)C(=O)C1(NS(=O)(=O)c1ccc(N)cc1)C(F)(F)F (stereo not given) | -12% | -7% | 0.2% | 0% | -0.2 | 29 | -4 | 0 | i | 5 | -1.7% | -4%
O=C(NCCN1CCOCC1)c1cc(-c2ccccc2Cl)on1 | 7% | -7% | 1.1% | 8% | 0.6 | 63 | . | . | . | . | -0.1% | -3%
Cc1nn(-c2cccc3cccnc23)c(=O)c2ccccc12 | 7% | 3% | 3.4% | 3% | 3.8 | 54 | -8 | -19 | i | 4 | 0.8% | -5%
COc1ccc(CNC(=S)NC2CCCCC2)cc1 | -1% | -8% | 2.0% | 0% | 0.3 | 99 | . | . | . | . | 0.2% | -4%
Clc1ccc2c(N/N=C/c3ccc(Br)cc3)ccnc2c1 | -12% | -22% | 8.5% | -19% | . | . | 99* | 98* | i | -2 | ? | -9%
O=C(Nc1ccc(Cc2ccncc2)cc1)c1ccc(N2CCOCC2)c([N+](=O)[O-])c1 | -9% | 1% | 16% | -8% | 11 | 48 | -11 | -20 | i | -4 | 0.0% | -8%
O=C(Cc1ccc(F)cc1)N(c1ccc(F)cc1)C1C=CS(=O)(=O)C1 (stereo not given) | 4% | 2% | 1.3% | -15% | 1.6 | 51 | -4 | 4 | i | -23 | 0.0%[50 µM] | -4%
CNC(=S)N/N=C/c1ccc(OCC(=O)Nc2c(C)cc(C)cc2C)c(OC)c1 | 1% | 6% | 3.2% | -19% | 1.4 | 74 | -4 | 2 | i | -3 | 1.2% | 2%
CC(Sc1ccc(Cl)cc1)C(=O)NNC(=O)c1ccncc1 (stereo not given) | . | . | 1.0% | . | 1.1 | 55 | . | . | . | . | 0.5%[50 µM] | 7%
O=C(c1cc(-c2ccccc2O)on1)N1CCCC1 | -5% | -7% | 3.5% | 20% | -0.3 | 93 | -1 | -10 | . | . | 0.5% | -5%
CCc1cccc2c(C(=O)COC(=O)c3c(C)noc3C)c[nH]c12 | 27% | -5% | 0.2% | -5% | 1.7 | 44 | 20 | 1 | i | 1 | 7.4% | 0%
Cc1ccc2ncc(S(=O)(=O)c3ccccc3)c(N3CCCCC3C)c2c1 (stereo not given) | 15% | -4% | 8.1% | -9% | 18 | 53 | . | . | . | . | -1.1% | -6%
CC(=O)Nc1ccc(S(=O)(=O)Nc2nc3ccccc3nc2Nc2cccc(O)c2)cc1 | 12% | -3% | 4.0% | -6% | 1.9 | 67 | . | . | . | . | 0.0% | -5%
CCCCNC(=O)CC1SC(=NCC)N(CC)C1=O (stereo not given) | -2% | -8% | 1.9% | 7% | -0.5 | 56 | -4 | -5 | i | -13 | 1.9% | -5%
O=C(c1ccc(-c2nnc(Nc3ccccc3)c3ccccc23)cc1)N1C[C@H]2C[C@H](C1)c1cccc(=O)n1C2 | 3% | -5% | 5.0% | 3% | 0.6 | 49 | -2 | 6 | i | -3 | 0.3% | 0%
CC(=O)N1CCOc2ccc(S(=O)(=O)N3CCC(C)CC3)cc21 | 6% | -8% | 2.4% | 0% | 3.3 | 60 | . | . | . | . | 0.1% | 2%
Cc1cnc(C(=O)NCCc2ccc(C(F)(F)F)cc2)cn1 | -1% | -8% | 2.6% | 7% | -0.2 | 54 | . | . | . | . | 0.3% | -1%
O=C(CN1CCN(C(=O)c2ccco2)CC1)Nc1ccc(Cl)c(C(F)(F)F)c1 | 3% | -8% | ? | 7% | 2.8 | 51 | 4 | 0 | i | 12 | -0.2% | -1%
CCOc1ccc(CN(C)C(=O)c2cc(S(=O)(=O)N3CCCC3)ccc2C)cc1 | . | . | 0.2% | . | -0.2 | 51 | . | . | . | . | 0.3%[50 µM] | -7%

Compounds as they come; any-hit rate near 2.6%.
